Screening results as filed in PubChem.
Fam108B counter = counter-screen for RBBP9 inhibitors: inhibitors of mouse Fam108B | 300,000 compounds, 0.33% hits | inhibition, % at 9.51 µM | recombinant Fam108B, FP-Rh probe fluorescence polarization;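 active = inhibition above the screen mean inhibition plus 3 SD, computed separately per campaign, cut at about 18% in these data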;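 also: inhibitors lower polarization as less probe binds the enzyme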
CIT2-GFP yeast = alters CIT2-GFP fluorescence in TOR pathway yeast screen; S. cerevisiae CIT2-GFP strain, flow cytometry, 3 h; 100 means same as DMSO wells; GFP response vs DMSO, % at 10 µM; 320,000 compounds, 0.065% hits;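 active = GFP response relative to DMSO above a set limit, near the screen mean plus 3 SD, cut at about 150% in these data; inconclusive = Fewer than 70 cells measured for a yeast strain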;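 also: ratio of well median GFP fluorescence to mean of DMSO wells on the plate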
MEX-5 binding = C. elegans MEX-5 TCR-2 RNA binding activity | Q9XUB2 | AID 1832 | activity score (negative = inhibition of binding), % at 10 µM | 300,000 compounds, 0.38% hits | MEX-5/FITC-TCR2 RNA binding, fluorescence polarization; active compounds read low;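 active = inhibition past about -25% in most replicates, and total fluorescence under double the plate's negative control median, limit read from the data; inconclusive = replicates evenly split on the limit, or fluorescence at least double controls; inactive = too little inhibition in most replicates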;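 also: 0% = DMSO and -100% = 5 µM competing unlabeled TCR2 RNA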
Target sequence (Q9XUB2 whole entry, looked up): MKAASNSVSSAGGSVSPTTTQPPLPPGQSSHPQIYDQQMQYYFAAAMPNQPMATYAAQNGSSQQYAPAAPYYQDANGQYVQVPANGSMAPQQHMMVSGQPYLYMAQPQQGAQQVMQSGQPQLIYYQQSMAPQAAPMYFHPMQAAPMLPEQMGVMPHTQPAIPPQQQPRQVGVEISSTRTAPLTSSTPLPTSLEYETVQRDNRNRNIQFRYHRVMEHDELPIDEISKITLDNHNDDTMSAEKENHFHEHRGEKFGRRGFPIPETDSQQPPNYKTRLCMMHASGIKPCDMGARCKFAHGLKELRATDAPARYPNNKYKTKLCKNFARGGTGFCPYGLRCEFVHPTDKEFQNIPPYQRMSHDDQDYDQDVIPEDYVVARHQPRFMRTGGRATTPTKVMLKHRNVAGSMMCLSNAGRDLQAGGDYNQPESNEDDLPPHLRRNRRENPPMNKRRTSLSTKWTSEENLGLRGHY
MCL1 BIM primary = inhibitors of human MCL1 binding to BIM-BH3 peptide. Q07820. GST-MCL1 / FITC-Bim-BH3 fluorescence polarization. inhibition, % at 10.9 µM. 320,000 compounds, 0.68% hits;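 active = inhibition above the mean inhibition of all tested compounds plus 3 SD, set per campaign, cut at about 40% in these data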;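 also: 0% = DMSO wells and 100% = unlabeled Bim-BH3 peptide control; higher means more loss of mP so more displacement of Bim peptide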
GRK2 aptamer HTS = human GRK2 inhibition via aptamer displacement | P25098 | bead flow cytometry, FAM-aptamer displacement from GRK2 | inhibition of aptamer binding, % at 10 µM | 330,000 compounds, 0.59% hits | AID 488847;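 active = inhibition of aptamer binding above 40%, roughly 3 SD of noise, on plates passing a quality check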;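 also: median bead fluorescence of bound FAM aptamer so fluorescent compounds give negative values; no value below 0 was filed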
AGP1-GFP MLPCN = yeast TOR pathway AGP1-GFP modulation. S. cerevisiae AGP1-GFP multiplex flow cytometry, 3 h; GFP as percent of DMSO wells. GFP response vs DMSO, % at 10 µM. 320,000 compounds, 0.02% hits;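 active = GFP response relative to DMSO above a set limit, near screen average plus 3 SD, cut at about 150% in these data; inconclusive = fewer than 70 cells counted for the yeast strain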;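 also: median GFP channel fluorescence of the gated AGP1 strain per well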
VLA-4 inh = inhibition in a human VLA-4 binding assay | P13612 | VLA-4 expressing cells, ligand binding flow cytometry | inhibition, % (about 7 µM as worked out from the volumes in the protocol) | 330,000 compounds, 0.2% hits | AID 2557; in the data active = inhibition above about 50%
GLD-1 TGE inh = GLD-1-TGE RNA interaction inhibition (C. elegans). purified GLD-1 + fluorescein TGE RNA, fluorescence polarization. inhibition, % at 5.96 µM. Q17339. 320,000 compounds, 0.44% hits;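 active = percent inhibition above a per-plate cutoff, the plate mean of test compounds plus 3 SD, cut at about 30% in these data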;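 also: 0% = DMSO wells with GLD-1 and probe and 100% = wells lacking GLD-1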
Target sequence (Q17339 whole entry, looked up): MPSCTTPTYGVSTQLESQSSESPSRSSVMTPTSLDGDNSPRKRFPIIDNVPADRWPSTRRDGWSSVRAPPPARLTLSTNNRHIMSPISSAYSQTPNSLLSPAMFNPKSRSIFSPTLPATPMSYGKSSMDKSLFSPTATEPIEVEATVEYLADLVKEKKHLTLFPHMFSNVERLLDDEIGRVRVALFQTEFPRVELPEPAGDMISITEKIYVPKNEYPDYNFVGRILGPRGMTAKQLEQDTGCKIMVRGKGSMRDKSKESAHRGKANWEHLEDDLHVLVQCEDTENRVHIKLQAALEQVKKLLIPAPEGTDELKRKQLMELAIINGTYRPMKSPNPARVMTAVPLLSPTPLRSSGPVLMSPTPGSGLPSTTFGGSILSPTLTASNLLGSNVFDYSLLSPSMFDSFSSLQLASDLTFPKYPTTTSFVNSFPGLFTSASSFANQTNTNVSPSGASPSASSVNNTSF
BCLXL inh = inhibitors of human Bcl-xL; GST-Bcl-xL / FITC-Bim BH3 peptide fluorescence polarization; inhibition, % at 10.9 µM; 320,000 compounds, 0.7% hits; AID 2129;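 active = inhibition above the mean of all tested compounds plus 3 SD, cutoff set per campaign, cut at about 30% in these data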;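 also: 0% = DMSO wells and 100% = unlabeled Bim-BH3 peptide competitor; inhibitors lower millipolarization by displacing the labeled peptide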
Active calls of the source: *; ? = inconclusive; . = not tested or not shown; [ ] = remark or other dose. An unsorted share of the library. About 2.2% of those tested had a hit in this group.

The line under a structure holds: VLA-4 inh	AGP1-GFP MLPCN	GRK2 aptamer HTS	MEX-5 binding	CIT2-GFP yeast	MCL1 BIM primary	GLD-1 TGE inh	Fam108B counter	BCLXL inh
- Cc1ccc2c(c1)nnn2C1CCN(C(=O)C2CCCCC2)CC1
→ 8	109	2	-0.1	105	3	0	3	-1
- NC1=NS(=O)(=O)NC1c1cccc(Cl)c1 (stereo unspecified)
→ 8	102	0	0.9	100	6	12	-1	0
- CCC(C(=O)NC(C)(C)C)N(C(=O)c1ccc(Cl)nc1)C1CCCC1 (stereo unspecified)
→ -4	101	1	1.7	105	0	0	-1	0
- CC(/C=C/c1ccccc1)=N/NC(=O)Cn1nnc(N)n1
→ -13	108	0	-2.5	96	6	6	0	-1
- O=C1Nc2ccc(S(=O)(=O)N(CCO)CCO)c3cccc1c23
→ 5	102	1	-0.6	105	.	.	.	.
- COc1ccc(S(=O)(=O)N2CCCCCC2)cc1C(=O)N(C)CCOc1ccc(Cl)cc1
→ -4	106	1	-1.0	102	-2	6	1	-1
- CCOc1ccccc1C(=O)NCC(=O)NNC(=O)c1cccc(S(=O)(=O)Nc2ccc(OC)cc2)c1
→ 8	106	1	0.4	104	-6	5	-4	3
- CC1CCCCC12NC(=O)N(CC(=O)NCCc1ccccn1)C2=O (stereo unspecified)
→ 8	108	4	-0.1	111	-1	-4	2	6
- NC(=O)c1sc2cc(C(F)(F)F)cnc2c1-c1cccs1
→ 27	91	2	-2.4	88	-10	7	1	-1
- CC(=O)Nc1ccc(N=Cc2c(O)ccc3ccccc23)cc1
→ 10	91	0	-3.7	97	-116	-150	-1	-54
- CC1=NN(C(C#N)c2ccccc2)C(c2ccccc2)C1 (stereo unspecified)
→ 21	113	0	0.7	93	-5	6	3	2
- O=C(CCCn1c(=O)c2sccc2n(CC(=O)NCc2ccco2)c1=O)NCc1ccco1
→ -7	109	4	-2.6	113	0	8	-2	6
- O=C(CCCN1C(=O)c2ccccc2C1=O)Nc1c(C(=O)C2CC2)oc2ccccc12
→ -1	95	0	0.5	89	-7	0	-2	-2
- COc1ccc(C(c2nnnn2Cc2cccs2)N2CCN(c3ccc(F)cc3)CC2)cc1OC (stereo unspecified)
→ -9	101	2	1.9	98	-4	-1	1	2
- CCN(C(=O)COC(=O)c1cc(=O)c2ccccc2o1)c1c(N)n(Cc2ccccc2)c(=O)[nH]c1=O
→ 3	106	0	-0.2	104	1	-1	0	1
- COC(=O)c1ccc(CSc2nc3ccccc3c(=O)n2N)cc1
→ 28	101	3	0.9	95	1	1	-1	0
- CCN1C(=O)N(S(=O)(=O)c2ccc(C)cc2)[C@@H](c2ccccc2)C(C(=O)OC)=C1C
→ 0	91	3	0.5	115	11	10	0	5
- C/C(=N\NC(=O)CSc1ncccn1)c1ccc2c(c1)OCCO2
→ 6	.	0	-0.4	93	-7	-9	2	0
- Cc1nn(C)cc1NC(=O)CC12CC3CC(CC(C3)C1)C2
→ -6	68	1	-3.8	78	7	5	0	1
- CCc1cccc2c(C(=O)CN3C(=O)NC4(CCCCC4)C3=O)c[nH]c12
→ 3	103	5	.	118	.	-7	.	.
- O=C(O)CNC1=NCCCCC1
→ -1	95	0	-1.0	89	6	2	2	3
- CN1CCc2c(sc3c2C(=O)NC(/C=C\c2ccccc2)N3)C1 (stereo unspecified)
→ 20	20[may fluoresce violet]	0	-7.7	?	11	4	3	16
- COc1ccc(N2CCN(C(=O)CN3c4cccc5cccc(c45)S3(=O)=O)CC2)cc1
→ 0	102	5	.	103	.	5	.	.
- CSc1ccccc1C(=O)Nc1cc(C)ccc1C
→ 11	100	1	-4.8	98	11	-4	4	5
- COCCNC(=O)/C(C#N)=c1\s/c(=C\c2ccccc2OC(F)F)c(=O)n1Cc1ccccc1
→ 6	100	3	0.5	99	-7	1	0	-3
- CCOC(=O)C1(Cc2ccc(O)cc2)NC(c2ccco2)C2C(=O)N(c3ccccc3F)C(=O)C21 (stereo unspecified)
→ 3	118	0	1.2	107	1	5	-2	3
- S=C(NCc1ccccc1)NCc1cccc(Cl)c1
→ 16	85	1	.	86	.	.	.	.
- O=C(Nc1cc(S(=O)(=O)N2CCOCC2)ccc1N1CCCCC1)c1ccccc1Br
→ -9	107	2	.	107	.	-2	.	.
- O=C(Nc1nccs1)c1ccc2c(c1)OCO2
→ -8	107	0	1.0	110	-1	1	2	4
- Cc1cc(NC(=O)COc2cccnc2[N+](=O)[O-])no1
→ 4	106	0	0.6	106	1	2	-4	6
- C=CCn1c(COc2ccc(F)cc2)nnc1SCC(=O)Nc1cccc(S(N)(=O)=O)c1
→ 3	102	0	-0.9	94	5	8	3	1
- Cc1onc(-c2c(F)cccc2Cl)c1C(=O)N1CCSCC1
→ -3	100	1	0.8	90	-3	-1	2	-1
- Cc1ccccc1NC(=O)CN(C)S(=O)(=O)c1ccc(-c2ccc(=O)[nH]n2)s1
→ 0	97	8	-3.0	97	-2	1	0	0
- CN(C)CCNc1c2c(nc3ccccc13)CCC2
→ -1	106	0	-0.6	111	-8	1	-1	-5
- O=C(NC1CCCCC1)C(c1ccncc1)N(C(=O)c1csnn1)c1cccc(F)c1 (stereo unspecified)
→ -7	107	0	0.7	108	-2	-1	1	3
- O=C(COCC(=O)N/N=C/c1ccc(F)cc1)N/N=C/c1ccc(F)cc1
→ -99	97	3	-0.1	102	3	-20	2	2
- COc1ccccc1NC(=O)NCC1CC1(Cl)Cl (stereo unspecified)
→ 4	93	1	-0.4	92	-1	-2	-1	2
- Cc1ccc(C(=O)CSC2=C(C#N)C(c3ccco3)C3=C(CC(C)(C)CC3=O)N2)cc1 (stereo unspecified)
→ -17	96	3	-1.4	81	0	1	-2	4
- CCN(CC)c1ccc(S(=O)(=O)N2CCOCC2)cc1NC(=O)CSc1nncn1C
→ 2	106	0	.	93	-11	6	.	-5
- CCOc1cc(N2CCOCC2)c(OCC)cc1NC(=O)COc1ccc2ccc(=O)oc2c1
→ -14	100	3	-0.3	97	1	-1	0	-1
- O=C(O)c1ccccc1-c1cc2ccccc2[nH]1
→ -7	98	3	-0.7	98	-4	0	5	-3
- O=C(Nc1ccc2c(c1)CCC2)c1cccc(S(=O)(=O)N2CCN(c3ccccc3)CC2)c1
→ 14	101	0	2.0	100	-19	5	-17	-4
- CCCCC(=O)C1CCN(Cc2ccccc2)CC1
→ -1	102	0	1.3	97	12	-11	1	10
- CCC(C)NS(=O)(=O)c1ccc(NC(C)=O)cc1 (stereo unspecified)
→ 13	106	1	-1.3	107	-1	-2	4	3
- O=C1C2C(C(=O)N1/N=C/c1ccc(N3CCCCC3)o1)C1C=CC2C12CC2 (stereo unspecified)
→ 14	88	1	-2.0	88	14	4	1	8
- COc1cccc(CSc2nccn2C)c1
→ 10	?	0	-0.2	?	7	8	-4	-2
- c1csc(CNCc2ccncc2)c1
→ 2	106	0	-3.7	105	-3	-1	-1	-2
- Cc1cccc(NC(=O)COc2nsnc2N2CCOCC2)c1
→ -3	94	0	0.6	94	-2	-4	-3	3
- CCOC(=O)C1=C(C)N(CCCCCC(=O)O)C(=O)NC1c1ccccc1Cl (stereo unspecified)
→ 11	72	5	-4.8	61	9	-6	-3	4
- Cc1ccc(N(CC(O)CON=C2c3ccccc3-c3ccccc32)S(C)(=O)=O)cc1 (stereo unspecified)
→ -8	103	2	-2.7	102	5	-3	-7	3
- O=C(Nc1nc(-c2ccccn2)cs1)c1ccc(Br)s1
→ 7	17[may fluoresce violet]	0	-2.2	?	1	0	-23	2
- CCCN(CCC)CCCNC(=O)c1cn(CC)c2ccc(S(=O)(=O)N(C)C3CCCCC3)cc2c1=O
→ 5	100	0	-3.6	95	1	3	4	-1

Among those listed so far, these have a Cl atom.
The line under a structure holds: VLA-4 inh	AGP1-GFP MLPCN	GRK2 aptamer HTS	MEX-5 binding	CIT2-GFP yeast	MCL1 BIM primary	GLD-1 TGE inh	Fam108B counter	BCLXL inh
- NC1=NS(=O)(=O)NC1c1cccc(Cl)c1 (stereo unspecified)
→ 8	102	0	0.9	100	6	12	-1	0
- CCC(C(=O)NC(C)(C)C)N(C(=O)c1ccc(Cl)nc1)C1CCCC1 (stereo unspecified)
→ -4	101	1	1.7	105	0	0	-1	0
- COc1ccc(S(=O)(=O)N2CCCCCC2)cc1C(=O)N(C)CCOc1ccc(Cl)cc1
→ -4	106	1	-1.0	102	-2	6	1	-1
- S=C(NCc1ccccc1)NCc1cccc(Cl)c1
→ 16	85	1	.	86	.	.	.	.
- Cc1onc(-c2c(F)cccc2Cl)c1C(=O)N1CCSCC1
→ -3	100	1	0.8	90	-3	-1	2	-1
- COc1ccccc1NC(=O)NCC1CC1(Cl)Cl (stereo unspecified)
→ 4	93	1	-0.4	92	-1	-2	-1	2
- CCOC(=O)C1=C(C)N(CCCCCC(=O)O)C(=O)NC1c1ccccc1Cl (stereo unspecified)
→ 11	72	5	-4.8	61	9	-6	-3	4
